# Chronic BCR inh: inhibitors of chronic active B-cell receptor signaling; ABC-DLBCL IkBa-CBG/CBR reporter, luminescence ratio, 4 h; Potency, µM (highest dose often 46.1 µM), inactives show top-dose ratio change, negative = lower green/red ratio, most hits filed as inhibitors; hit rate 0.05% among 340,000; AID 493014; active = well fitted inhibition curve with a large enough effect in the signal ratio, with a control signal flat, not every such curve was filed as active; inconclusive = small, poorly fitted or top-dose-only effect, or effect the other way, or a change in a side signal; the % refers to the signal ratio;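 also: potency is read from the fitted curve at half-maximal effect; plate controls were basal doxycycline-induced cells for no effect and cells given 10 µM MG132 for full effect; MG132 reads +100%, hits lower the ratio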
#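 Compounds up to 46 uM were incubated four hours with TMD8 cells whose green CBG68 luciferase is fused to IkappaBalpha; red CBR luminescence normalised the signal, and concentration-effect curves were fitted to fusion, red and ratio data.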
# KCNH2 WT inh: inhibitors of human wildtype KCNH2 potassium channel. activity change, % at 1.84 µM. Q12809. hit rate 0.37% among 340,000. U2OS, BacMam KCNH2, thallium flux FluxOr; stronger effect = lower value. AID 720551;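 active = maximum activity change below -70%; inconclusive = maximum activity change between -70% and -50%; inactive = maximum activity change above -50%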
# Target sequence (Q12809 whole entry, looked up): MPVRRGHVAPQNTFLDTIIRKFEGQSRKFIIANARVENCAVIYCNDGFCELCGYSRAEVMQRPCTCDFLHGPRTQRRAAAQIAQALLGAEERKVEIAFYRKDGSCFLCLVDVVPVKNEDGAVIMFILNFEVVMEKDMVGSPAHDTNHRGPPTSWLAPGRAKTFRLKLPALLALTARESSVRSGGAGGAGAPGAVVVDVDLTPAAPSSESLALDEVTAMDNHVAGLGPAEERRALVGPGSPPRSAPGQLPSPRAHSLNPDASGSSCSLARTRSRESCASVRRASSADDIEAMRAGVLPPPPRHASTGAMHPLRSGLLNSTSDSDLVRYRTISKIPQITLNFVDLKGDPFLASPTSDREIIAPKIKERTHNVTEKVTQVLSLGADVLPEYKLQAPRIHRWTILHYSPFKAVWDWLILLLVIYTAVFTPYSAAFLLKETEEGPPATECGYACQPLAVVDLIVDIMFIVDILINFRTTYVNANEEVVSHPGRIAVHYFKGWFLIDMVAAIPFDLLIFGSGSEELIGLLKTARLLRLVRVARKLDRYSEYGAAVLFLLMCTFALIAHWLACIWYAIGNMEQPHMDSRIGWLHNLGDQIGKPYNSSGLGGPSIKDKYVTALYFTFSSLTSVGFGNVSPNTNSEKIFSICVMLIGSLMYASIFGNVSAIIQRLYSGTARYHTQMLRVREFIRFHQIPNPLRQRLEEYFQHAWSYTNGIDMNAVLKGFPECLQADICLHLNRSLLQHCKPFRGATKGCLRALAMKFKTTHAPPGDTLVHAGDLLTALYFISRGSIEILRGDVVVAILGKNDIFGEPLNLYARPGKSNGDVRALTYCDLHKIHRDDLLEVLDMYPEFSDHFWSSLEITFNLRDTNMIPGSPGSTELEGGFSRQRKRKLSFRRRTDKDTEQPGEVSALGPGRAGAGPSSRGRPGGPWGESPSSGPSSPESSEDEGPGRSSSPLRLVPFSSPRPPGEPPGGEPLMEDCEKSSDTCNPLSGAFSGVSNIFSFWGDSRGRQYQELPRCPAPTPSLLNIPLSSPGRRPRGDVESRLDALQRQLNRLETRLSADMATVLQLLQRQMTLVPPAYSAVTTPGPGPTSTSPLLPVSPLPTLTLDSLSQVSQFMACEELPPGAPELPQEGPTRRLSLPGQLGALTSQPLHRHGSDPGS
#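 U2OS cells transduced with wild-type KCNH2 virus are loaded with FluxOr dye for 45 min, and thallium flux is measured in kinetic reads before and after stimulation buffer. Rate constants are normalized to DMSO controls.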
# B2AR arrestin: agonists driving beta-arrestin recruitment to human beta2-adrenergic receptor; P07550; beta-arrestin recruitment to beta2AR, cell-based reporter; Potency, µM (doses to about 46.1 µM), without a hit: at the top dose activation, most hits filed as activators; hit rate 0.02% among 330,000; AID 492947;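 also: potency is read from the fitted curve at half-maximal effect; 0% = DMSO controls and full agonism = EC100 isoproterenol or metaproterenol; nearly all actives have a fitted effect of over 65% in size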
# uPA surface inh: cell surface uPA generation inhibition; cell surface uPA generation assay, qHTS; hit rate 0.31% among 330,000; Potency, µM (series often up to 38.3 µM), inactives show at the top dose activity change, negative = inhibition, actives largely listed as inhibitors; active = well fitted inhibition curve with a large enough effect; inconclusive = small, poorly fitted or top-dose-only effect; inactive = no such curve, though single readings can be large or run the other way; tested in mouse RAW 264.7 cells; also: potency is read from the fitted curve at half-maximal effect; nearly all actives have a fitted effect of over 55% in size
# Eya2 phos inh: Eya2 (human) phosphatase inhibition | O00167 | recombinant Eya2, OMFP fluorescence dephosphorylation (OMFP is methylfluorescein phosphate) | Potency, µM (series often up to 76.9 µM), for inactives: at the top dose activity, negative = inhibition, actives largely listed as inhibitors | hit rate 0.006% among 330,000; also: potency is read from the fitted curve at half-maximal effect
#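 Eya2 protein (added as 0.2 uM solution) was preincubated with compound for 10 min at ambient temperature in 50 mM HEPES pH 7.5, 50 mM NaCl, 5 uM MgCl2, 0.05% BSA, 1 mM DTT. OMFP (added at 50 uM) then reacted 10 min; fluorescence read at 485/525 nm.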
# Coupling enz: counter-screen for Giardia aldolase inhibitors: coupling enzyme system; coupling enzyme system counterscreen, AmpLite Red fluorescence; activity change, negative = inhibition, % at 58.2 µM, hits read low; hit rate 0.67% among 290,000; AID 2472; in the data active = activity change below about -30%
#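 Coupling enzymes only (glyceraldehyde-3-phosphate) + compound, at 57.5 uM final, 10 min RT; add substrate/coupling/AmpLite Red mix, 20 min RT; fluorescence ex 525/em 598 nm. Actives flag coupling-system interference.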
# GALK inh: inhibitors of human galactokinase; P51570; Purified GALK, Kinase-Glo residual ATP luminescence; Potency, µM (doses to about 57.5 µM), for inactives: top-dose activity change, negative = inhibition, most hits filed as inhibitors; hit rate 0.007% among 270,000; also: potency is read from the fitted curve at half-maximal effect
#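 GALK at 5 nM final was combined with compound, 35 uM ATP and 100 uM galactose in HEPES pH8.0 with MgCl2 and DTT. The reaction ran one hour at room temperature before luminescent ATP detection.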
# USP2a inh: USP2a (human) protease inhibition | USP2 core, Ub-CHOP2 coupled fluorogenic reporter, 485/531 | Potency, µM (series often up to 38.3 µM), inactives show at the top dose activity change, negative = inhibition, most hits filed as inhibitors | hit rate 0.01% among 330,000;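 also: potency is read from the fitted curve at half-maximal effect; plate controls were DMSO wells for no effect and full inhibition by NEM control for full effect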
#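 Cell-free coupled assay: 10nM USP2 core preincubated 30min RT with compound in Tris-HCl pH 8.0/CaCl2/CHAPS buffer, then 25nM Ub-CHOP2 and 25nM reporter substrate; fluorescence (Ex 485/Em 531) read after 60min RT, normalized to NEM inhibition, concentration-response curves fitted.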
# Giardia kill: kills Giardia lamblia. hit rate 0.15% among 340,000. Giardia lamblia trophozoite viability. activity change, % at 7.66 µM, hits read low; in the data active = activity change below about -80%; inconclusive = between about -30% and that limit;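 also: parasites exposed to compound for two days anaerobically before the ATP read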
#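 Media and compound were dispensed first, then trophozoites at 100 cells/well; plates sat 48 hrs at 37 deg C without oxygen before ATP luminescence reagent was added and read after 15-30 min at room temperature.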
# KCNH2 3.1 block: KCNH2 3.1 (human) potassium channel inhibition. U2OS KCNH2 3.1, thallium flux FluxOr; stronger effect = lower value. activity change, % (tested at about 1.8 µM). hit rate 0.95% among 340,000. AID 720553;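 active = maximum activity change below -70%; inconclusive = maximum activity change from -70% to -50%; inactive = maximum activity change above -50%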;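 also: thallium influx rate constant from kinetic fluorescence after stimulation buffer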
#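 Virally transduced U2OS (3.1 isoform, 4 h infection in dark at RT) → overnight 37 C → FluxOr + Red40 in HBSS/HEPES, 45 min → stimulation buffer, 2 min kinetic read → rate constant vs DMSO controls.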
# PKM2 activator: PKM2 (human) enzyme activation. P14618. purified PKM2, Kinase-Glo ATP luminescence, activation; response scale: 0% is enzyme alone, no compound. Potency, µM (highest dose often 57.5 µM), for the others: at the top dose activation, usual class: activators. hit rate 0.34% among 260,000. AID 1631; also: potency is read from the fitted curve at half-maximal effect; nearly all actives have a fitted effect of over 55% in size
#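 Purified hPK-M2 (>95% pure) converted ADP (0.1 mM final) to ATP with 0.5 mM PEP in 50 mM imidazole pH7.2, KCl, MgCl2, Tween 20, BSA; 1 h at room temperature. ATP detected by Kinase-Glo luminescence.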
# An asterisk follows results filed as active; ? = inconclusive; . = no result given; [ ] = dose if it differs, or a comment. Unless noted, calls follow the shape of the dose curve; as a rule, active = well fitted curve in the direction sought with a large enough effect; inconclusive = small, poorly fitted or top-dose-only effect, or another doubt; inactive = no such curve, though single readings can be large; an effect the other way counts as inactive or inconclusive. Unless noted, % is scaled to controls: 0 for no effect and ±100 for the full control effect. The order is random; 2.4% or so of the library scored in one or more.
Structure	Chronic BCR inh	KCNH2 WT inh	B2AR arrestin	uPA surface inh	Eya2 phos inh	Coupling enz	GALK inh	USP2a inh	Giardia kill	KCNH2 3.1 block	PKM2 activator
O=C(CSC1CCCCC1)N1CCN(c2ccccc2)CC1	11.4%	-0.7	0.1%	1.8%	-10.7%	0.2	-5.0%	-1.3%	38.5[activator]	6.3	-0.3%
O=c1cn[nH]c2ccccc12	-10.0%	-5.9	0.6%	1.7%	21.6%	-1.0	1.9%	0.1%	-0.7	6.4	-1.0%
O=C(NCc1ccccn1)c1ccc(NS(=O)(=O)c2ccccc2)cc1	-0.5%	-3.1	0.5%	-3.7%	0.2%	6.5	-3.5%	-1.3%	-13.6	.	16.3%
O=C(O)CCc1ccc(S(=O)(=O)Nc2ccccc2N2CCCCC2)cc1	7.3%	-2.7	0.0%	9.4%	-3.3%	.	.	-0.5%	-1.4	25.9	.
Cc1cc(C)n2nc(SCC(=O)N3CCCCC3C)nc2n1 (configuration not stated)	1.4%	-10.4	-1.4%	9.1%	-5.8%	.	.	0.9%	-14.3	-6.7	.
O=C(NC12CC3CC(CC(C3)C1)C2)c1cc2nc(-c3ccco3)cc(C(F)(F)F)n2n1	8.8%	-4.7	-0.1%	18.1%	-1.0%	-0.1	1.3%	0.1%	-17.2	20.6	8.4%
CCCc1cc(NCc2ccccn2)n2c(nc3ccccc32)c1C#N	7.9%	-1.2	0.1%	-8.2%	12.9%	0.2	-0.5%	0.5%	30.9[activator]	-22.2	.
Cc1cc(NS(=O)(=O)c2ccc(NC(=O)Nc3ccccc3)cc2)no1	2.4%	0.7	-0.3%	2.6%	-8.6%	0.5	-1.2%	0.0%	7.4	-16.2	-9.2%
COc1cc2c(cc1OC)-c1cc(N3CCCCCC3)nc(=O)n1CC2	?	-27.2	-0.6%	-9.9%	-15.0%	1.4	1.8%	0.3%	-5.2	12.7	7.3%
Cc1ccc(N=Cc2nc(/C=C/c3cccc([N+](=O)[O-])c3)oc2O)cc1	-12.0%	-19.1	-0.1%	.	4.0%	-0.5	1.1%	0.8%	10.6	-10.0	-5.7%
O=C(O)c1ccc(CSc2n[nH]c(-c3ccco3)n2)cc1	?	1.5	-0.5%	2.5%	-3.0%	-1.2	-5.9%	-0.8%	-6.6	9.9	-10.2%
COc1ccc(CNC(=O)C2CCN(S(=O)(=O)c3ccc4nc5c(c(C(=O)O)c4c3)CC(C)CC5)CC2)cc1 (configuration not stated)	3.9%	-0.6	-0.2%	7.5%	-6.5%	.	-5.2%	-7.3%	17.8	0.7	.
Clc1ccc(CSc2nnc(-c3ccncc3)o2)c(Cl)c1	1.4%	0.1	0.4%	-1.6%	2.6%	6.7	0.2%	0.5%	-9.1	-10.5	14.4%
COc1ccc(-c2cc(C(F)(F)F)n3nc(C(=O)N4CCCC4)cc3n2)cc1	0.6%	3.4	2.7%	0.3%	6.1%[15.4 µM]	2.9	2.3%	0.9%	-4.8	5.6	-0.1%
CCc1ccc(-c2nn(-c3ccccc3C)cc2C(=O)N2CCN(C3CCS(=O)(=O)C3)CC2)cc1 (configuration not stated)	2.3%	12.4	-0.2%	-3.2%	-6.1%	.	.	-0.6%	3.0	-13.3	.
CCc1nc2oc3ccccc3c(=O)c2c(=O)n1-c1ccc(C)cc1	?	-4.7	7.1%	-5.7%	4.0%	-0.8	12.8%	-0.8%	-18.8	-4.0	1.8%
O=C(Oc1c(-c2ccccc2)c(=O)n2c3c(cccc13)CC2)c1cccc([N+](=O)[O-])c1	?	-0.9	-1.2%	-1.7%	9.8%	1.0	2.5%	-0.4%	24.6	4.1	-8.0%
Cc1csc(NC(=O)C2CCN(S(=O)(=O)c3ccc4c(c3)oc(=O)n4C)CC2)n1	18.1%	6.7	0.1%	6.0%	0.3%	3.7	2.7%	1.1%	?	-10.2	-13.5%
Cc1cnc2ncc3sccc3c2c1	-0.2%	14.8	-0.2%	2.8%	6.8%	1.5	2.1%	4.2%	2.5	.	-16.9%
O=C1[C@@H]2[C@@H]3C[C@@H]([C@H]4ON=C(c5ccc(Cl)cc5)[C@@H]34)[C@@H]2C(=O)N1C1CCCCC1	0.8%	-23.4	-0.1%	-4.3%	-11.3%	-0.2	0.0%	1.3%	8.9	-33.0	-5.0%
O=C(c1cc(-c2ccc3c(c2)OCO3)on1)N1CCN(c2ccccc2)CC1	?	32.8	0.2%	.	9.5%	0.8	-0.1%	-1.4%	-2.8	-4.8	-3.4%
COc1cccc(Nc2ncnc3ccccc23)c1	?	-4.5	-0.1%	-19.2%	-8.8%	-0.5	0.1%	5.9%	2.3	0.7	6.3%
CS(=O)(=O)N1CCC(C(=O)Nc2cc(Cl)ccc2Cl)CC1	2.0%	4.1	-0.3%	3.5%	1.9%	1.1	-1.4%	5.2%	-7.5	14.3	-0.3%
O=C(NNS(=O)(=O)c1ccc(Cl)cc1)c1cc(-c2ccccc2)nc2ccccc12	-4.9%	-17.3	-0.6%	1.7%	-0.4%	5.7	-1.4%	-7.4%	-1.6	21.7	-1.7%
COc1ccc(C2C(C#N)=C(N)Oc3n[nH]c(C)c32)cc1Cn1nc(C)c([N+](=O)[O-])c1C (configuration not stated)	-3.2%	2.6	0.0%	-0.4%	-7.2%	0.2	-0.1%	1.6%	-16.5	2.7	0.9%
CN(C(=O)c1cccc(NC(=O)Cc2ccc([N+](=O)[O-])cc2)c1)C1CCC1	-5.6%	.	0.3%	24.1%	-1.8%	.	.	1.7%	5.0	.	.
CC(=O)c1ccc(OCC(=O)N2CCCC2c2ccc3c(c2)OCCCO3)cc1 (configuration not stated)	1.2%	-0.7	0.8%	1.4%	-5.1%	.	.	0.9%	17.6	0.6	.
Nc1cccc(-n2cccc2)c1	5.8%	3.2	0.5%	14.9%	-15.4%	0.8	3.5%	1.1%	-28.1	4.6	-5.1%
CCC1CCCCN1C(=O)c1nn2cccnc2c1Cl (configuration not stated)	?	-0.3	-0.5%	-2.0%	-2.9%	-2.2	2.3%	0.3%	0.6	17.9	5.4%
CCOC(=O)C1CCN(C(=O)CNC(=O)Cn2c(C)cc3ccccc3c2=O)CC1	0.3%	-5.1	-0.3%	-1.9%	2.0%	2.5	-1.1%	-1.0%	-13.1	20.4	2.0%
Cc1cc(=O)[nH]c2c1c(C)nn2C1CCOC(C)(C)C1 (configuration not stated)	6.9%	-8.4	0.1%	-5.8%	-6.1%	-1.1	0.7%	-0.5%	3.9	0.2	-0.3%
Cc1ccc(C2=NN(C(=O)CCCC(=O)O)C(c3ccc4c(c3)OCO4)C2)cc1 (configuration not stated)	3.8%	1.9	-0.1%	-12.0%	-5.6%	6.1	3.1%	-1.8%	-9.3	-24.2	-0.1%
CC(=O)c1ccc(NC(=O)COc2ccccc2C(=O)Nc2ccc(C)cn2)cc1	-1.8%	5.4	0.7%	-10.2%	-6.1%	2.4	-0.3%	0.6%	-8.5	-1.4	-0.5%
CCN(CC)CCN(Cc1cc2cc3c(cc2[nH]c1=O)OCO3)C(=S)NCCCN(C)C	-7.2%	-12.5	0.3%	0.0%	-12.6%	-0.4	2.5%	0.3%	-2.6	10.6	-1.5%
O=C(Nc1ccc(SC(F)F)cc1)c1ccccc1F	?	-2.0	-0.2%	-3.3%	4.7%	-0.5	1.0%	0.9%	-25.4	16.6	2.0%
Cc1ccc(O)c(CNc2cnc3ccccc3c2)c1	?	-1.4	0.7%	-11.8%	9.7%	-0.3	4.1%	-0.9%	-16.5	13.0	19.5%
CS(=O)(=O)N(CC(=O)N1CCOCC1)c1cccc(F)c1	-0.8%	-3.8	-0.8%	-0.6%	10.0%	-3.4	3.8%	0.1%	20.4	0.9	-0.1%
Cc1cc(C)n2nc(N)c(N=Nc3cccc(Cl)c3)c2n1	?	3.6	0.1%	-3.2%	0.1%	0.8	1.8%	3.7%	-0.6	8.0	3.1%
OCC[C@@H]1C[C@@H](O)[C@H](O)[C@]2(CCCc3ccccc3O2)O1	-9.5%	-6.2	-0.7%	7.4%	-27.6%	-0.1	.	0.0%	2.6	8.6	-0.5%
Cc1ccc(OCCOC(=O)Nc2ccccc2)cc1	3.9%	0.2	-0.5%	-3.7%	-5.9%	0.7	0.4%	5.0%	2.6	-19.4	-1.0%
CC(C)COc1ccc(C(=O)Nc2ccc(SC(F)F)cc2)cc1	2.5%	0.6	-1.1%	-10.7%	0.3%	1.2	-0.5%	4.4%	27.4	-5.0	1.7%
Cc1cc(C)c2[nH]c(=O)c(CN(CC3CCCO3)C(=S)Nc3ccccc3)cc2c1 (configuration not stated)	0.0%	35.1	-0.2%	1.1%	0.1%	-0.8	0.3%	1.5%	-6.8	2.7	-1.2%

# Screening data as filed in PubChem.
